esBAF inh: blocks esBAF chromatin remodeling in mouse ES cells | reporter increase, % at 12.5 µM | Bmi1-luciferase knock-in reporter, 24 h; 100% = twice the neutral-well signal | 350,000 tested, 2% active; in the data active = activation above about 40%; inconclusive = no clear call, values can overlap the other calls;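 note: 0% = median of the plate's neutral control wells and 100% = double that signal; a rise in the Bmi1 reporter signal indicates esBAF inhibition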
ARNT-TACC3 inh: disruptors of human ARNT/TACC3 interaction; 390,000 tested, 0.66% active; AlphaScreen His-ARNT PAS-B/GST-TACC3 binding, luminescence; TACC3 fragment carries E629A point mutation; inhibition, % at 9.99 µM; AID 623870;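 active = mean inhibition of replicates at least 50% and at least half of replicates each reaching 50%; inconclusive = half or more replicates reach 50% but mean below 50%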;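 note: 0% = complete ARNT plus TACC3 wells and 100% = ARNT alone without TACC3; many hits fall short of the cut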
RAD54 inh: blocks human RAD54 Holliday junction branch migration. Q92698. FAM/BHQ fluorescence. inhibition, % at 10.4 µM. 360,000 tested, 0.14% active. AID 602329;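 active = mean normalized replicate activity at least 40 and at least half of replicates scoring 40 or more; inconclusive = only one of the two criteria met; inactive = mean below 40 and under half of replicates reaching 40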;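 note: 0% = median of neutral control wells and 100% = median of positive control wells; inhibitors cause a drop in the FAM fluorescence signal; in these data hits start at about 50%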
Target sequence (Q92698 whole entry, looked up): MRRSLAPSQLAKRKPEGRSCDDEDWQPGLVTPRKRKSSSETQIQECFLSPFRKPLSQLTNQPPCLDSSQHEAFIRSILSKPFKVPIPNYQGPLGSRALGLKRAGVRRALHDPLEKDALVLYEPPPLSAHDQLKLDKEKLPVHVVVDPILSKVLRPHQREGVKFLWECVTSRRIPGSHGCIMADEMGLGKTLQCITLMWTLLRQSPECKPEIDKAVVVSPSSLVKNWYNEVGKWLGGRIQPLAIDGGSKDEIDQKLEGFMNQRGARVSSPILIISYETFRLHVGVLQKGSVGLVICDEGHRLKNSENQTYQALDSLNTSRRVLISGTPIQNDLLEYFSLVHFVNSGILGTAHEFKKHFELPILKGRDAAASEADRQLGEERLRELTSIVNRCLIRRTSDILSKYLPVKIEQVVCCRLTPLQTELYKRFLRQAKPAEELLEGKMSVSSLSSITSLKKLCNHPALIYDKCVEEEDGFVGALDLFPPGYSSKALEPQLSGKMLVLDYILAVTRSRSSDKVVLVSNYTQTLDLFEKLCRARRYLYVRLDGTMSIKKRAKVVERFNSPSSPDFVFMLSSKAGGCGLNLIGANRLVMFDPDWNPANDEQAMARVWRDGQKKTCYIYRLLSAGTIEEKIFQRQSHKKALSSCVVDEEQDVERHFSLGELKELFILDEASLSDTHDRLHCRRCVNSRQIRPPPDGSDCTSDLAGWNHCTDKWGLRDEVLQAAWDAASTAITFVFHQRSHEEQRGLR
* = called active by the depositor; ? = inconclusive. This is a subset; rates above refer to the full screens.

The line under a structure holds: esBAF inh	ARNT-TACC3 inh	RAD54 inh
- Fc1ccc(N2CCN(C(c3cccs3)c3nnnn3C3CCCC3)CC2)cc1 (stereo unspecified)
    -4	-21	1
- c1coc(C2=NC(c3ccco3)C(c3ccco3)N2)c1 (stereo unspecified)
    14	-2	0
- CCCS(=O)(=O)N1CCCC(C(=O)NCCCN(C)Cc2ccccc2)C1 (stereo unspecified)
    -1	-4	-6
- O=C(CCc1nc2ccccc2[nH]c1=O)OCC(=O)N1CCc2ccccc21
    1	-2	-18
- O=C(O)CCC(NC(=O)OCc1ccccc1)C(=O)O (stereo unspecified)
    0	-5	-7
- CCOc1ccc(-c2nnc(SCC(=O)N(CC)CC)n2N)cc1
    -5	-8	2
- Cc1noc(C)c1S(=O)(=O)N1CCC(C(=O)N2CCN(c3ccc(Cl)cc3)CC2)CC1
    -6	20	7
- CCOC(=O)CN1C(=O)C(C)(C)Oc2ccc(C(=O)NC(C)(C)CC)cc21
    -2	-6	-1
- CC1=C(OC(=O)c2ccccc2)C(C)(C)C(c2ccc(Br)cc2)OC1=O (stereo unspecified)
    -10	-5	-7
- COc1ccc(OCc2ccc(-c3nc4ccccc4c(=O)n3N)o2)cc1
    55*	0	1
- CC(C)OC(=O)CSc1nnc(-c2cnccn2)n1-c1ccc(Cl)cc1
    1	-20	4
- O=C(CN1C(=O)c2ccccc2S1(=O)=O)N1CCc2ccccc21
    -83	-3	-21
- Cc1cccc2cc(CN(CCCO)C(=O)Nc3cccc(Cl)c3)c(=O)[nH]c12
    4	31	2
- CC(C)NC(=O)CSCc1c(Cl)cccc1Cl
    13	17	-10
- Cc1cc(Cl)c(S(=O)(=O)NCc2ccccc2)cc1OCC(N)=O
    2	-7	-2
- C=CCc1cccc(CNc2nc3ccccc3n2CCC)c1O
    -5	-1	0
- O=C1COc2ccc3ccccc3c2CN1
    -2	-1	0
- CCOC(=O)C1=C(C)NC2=C(C(=O)C(C(=O)OC)C(C)C2)C1c1ccc(OC)c(O)c1 (stereo unspecified)
    -5	-21	4
- COc1ccc(CC(=O)Nc2nc3n(n2)C(c2ccccc2)CC(=O)N3)cc1OC (stereo unspecified)
    -10	0	8
- O=C(c1ccccc1-c1nc(-c2ccc(F)cc2)no1)N1CCCC1
    0	-3	-2
- CN(C1CCCCC1)S(=O)(=O)c1ccc(NC(=O)C2CCCCC2C(=O)O)cc1 (stereo unspecified)
    -1	-4	3
- COc1cc(OC)cc(-c2nc(N)n[nH]2)c1
    -4	-13	7
- Cc1onc(-c2ccccc2Cl)c1C(=O)Nc1ccc(-n2nncc2-c2ccco2)cc1
    9	-7	11
- Clc1cc(Cl)c2nc(N3CCOCC3)sc2c1
    61*	-5	-25
- COC(=O)c1cc(COC(=O)c2ccc(OC)c(S(=O)(=O)N3CCCC3)c2)oc1C
    -16	-4	-8
- Cc1cccc(-c2cc3nc(C)cc(NCCCN(C)C)n3n2)c1
    -8	0	28
- CCCOCC(O)COc1ccccc1C(=O)N1CCOCC1 (stereo unspecified)
    -1	-1	-12
- C/C=C/c1ccc(OCCCNCC(C)O)c(OC)c1 (stereo unspecified)
    1	4	-5
- Cc1ccccc1Cn1nnc(C(=O)Nc2cccc(C)c2C)c1N
    2	-1	3
- COc1ccc(S(=O)(=O)Nc2ccc(S(=O)(=O)Nc3nc(C)cc(C)n3)cc2)cc1OC
    -10	2	5
- Cc1ccc(C(=O)O/N=C\c2ccc(N3CCCCC3)c([N+](=O)[O-])c2)cc1
    2	-8	-1
- COc1cc2c(cc1OC)-c1cc(NC3CCCC3)nc(=O)n1CC2
    -7	35	-2
- CC(=O)NCC(=O)N(Cc1ccco1)C1(C(=O)NC2CCCCC2)CCCCC1
    -6	-3	6
- COCc1n[nH]c(=S)n1-c1cccc2ccccc12
    -17	-8	-1
- COCc1cc(C)nc(SCC(=O)Nc2ccc3c(c2)OCO3)c1C#N
    23	-2	-10
- CCCCC(=O)Nc1nnc(C)s1
    2	-6	2
- C=CCN(C(=O)CCC(=O)Nc1cc(C)on1)C(C(=O)NC1CCCC1)c1cccnc1 (stereo unspecified)
    -5	-4	5
- COc1c(Br)cc(Br)cc1/C=N/n1c(C)nnc1C
    -2	7	-21
- COc1ccc(S(=O)(=O)N(CC(=O)NCC2CCCO2)c2ccc(F)cc2)cc1OC (stereo unspecified)
    -6	15	-3
- COc1ccc(OC)c(S(=O)(=O)N2CCC(C(=O)NCCC3=CCCCC3)CC2)c1
    5	11	-7
- Cc1cc(S(=O)(=O)Nc2cc(C)c(O)c(C)c2)c(C)s1
    -13	9	5
- C=CCSc1nnc(-c2nnc(SCC=C)n2CC)n1CC
    8	-4	1
- COC(=O)C1CCN(C(=O)c2ccc(NC(C)=O)cc2)CC1
    -5	1	2
- CCN1CCN(c2nc3ccccc3nc2C(C#N)C(=O)OCc2ccccc2)CC1 (stereo unspecified)
    -8	15	30
- Cc1c(/C=N\NC(=O)c2csc3ccccc23)cnn1C
    24	25	-3
- N#Cc1ccc(C23CC4CC(CC(C4)C2)C3)[nH]c1=O
    -4	-3	4
- COc1ccc(N(C(=O)Cn2nnc(-c3ccc(Cl)cc3)n2)C(C(=O)NCC2CCCO2)c2ccc(C)cc2)cc1 (stereo unspecified)
    -2	-6	1
- CC1CCC(=NNC(=O)Cc2ccccc2)CC1 (stereo unspecified)
    -1	-8	-3
- O=C(CSc1nnc2ccccn12)c1ccc2c(c1)OCCO2
    8	-4	-2
- COC(=O)CC1=C(C(=O)OC)C(c2cccc(OCC(N)=O)c2)C(C#N)=C(N)O1 (stereo unspecified)
    -8	0	-16
- C=CCN1C(=O)CN=C1NCc1ccccc1
    3	0	-3
- Cc1ccc(Nc2nc3ccccc3o2)cc1F
    14	-5	-10
- CC(C)(C(=O)c1ccccc1)/[N+]([O-])=C/c1ccccc1F
    9	-2	-10
- COc1ccc(Cn2c(SCc3ccccc3C)nc3cc(OC)c(OC)cc3c2=N)cc1
    -83	19	10
- COC(=O)c1cccc(NC(=O)c2ccc(S(=O)(=O)N3CCN(C)CC3)cc2)c1
    -1	-23	3
- CC(C)n1c(N2CCN(CC(=O)Nc3ccc4c(c3)OCCO4)CC2)nc2ccccc21
    -2	8	-5
- CC(C)Oc1ccc2c3c(c(=O)oc2c1)CCC3
    34	-11	-11
- COc1ccc(OC)c(NC(=O)C2C3CCC(C3=C(C)C)C2C(=O)O)c1 (stereo unspecified)
    1	-4	-1
- CCc1cc2c(=O)[nH]c(Cc3ccccc3)nc2s1
    -2	-6	8
- COc1nc(OC)nc(N2CCC(NC(=O)C(Cc3ccc(C(C)C)cc3)NC(C)=O)CC2)n1 (stereo unspecified)
    -2	2	14

Next structures
The line under a structure holds: esBAF inh	ARNT-TACC3 inh	RAD54 inh
- O=C(NCc1ccco1)c1nn2c(C(F)(F)F)cc(-c3cccs3)nc2c1Br
    1	14	-6
- [O-][N+]1=c2ccc(Nc3ccccc3)cc2=NC12CCCCC2
    ?	28	3
- CCOC(=O)N1CCN(C(=O)C(C)N(c2ccc(Oc3ccccc3)cc2)S(C)(=O)=O)CC1 (stereo unspecified)
    -2	0	8
- COc1ccc(-c2cc(C(F)(F)F)n3nc(C(=O)N4CCCCC4)cc3n2)cc1
    4	-2	-6
- CCC(=O)OCCCCCCOc1ccc(C(=O)O)cc1
    -3	-5	-4
- CCCC(=O)Nc1sc2c(c1C#N)CCCCC2
    85*	-8	2
- O=C(CSc1nnc(-c2ccc3c(c2)OCCO3)o1)N1CCCC1
    17	-15	0
- CCc1ccc(NC(=O)NCCN2CCc3ccccc3C2)cc1
    29	1	6
- Cc1ccc[n+](/C(C(=S)NCc2ccco2)=C(/[O-])c2ccccc2Cl)c1
    -15	4	8
- COc1ccc(NCc2nnc(SCC(=O)Nc3cc(C)cc(C)c3)o2)cc1
    8	2	0
- O=C(CCCC(=O)N(CC(=O)NC1CCCC1)C1CCCC1)Nc1ccccn1
    -4	8	2
- CCOC(=O)c1c(C)n(C)c2ccc(OC(=O)c3ccco3)cc12
    -1	-9	-4
- C=C(Br)Cn1c(CC)nc2ccccc21
    0	18	-10
- O=C(NCc1ccco1)c1cc2nc(-c3ccc4c(c3)OCO4)cc(C(F)(F)F)n2n1
    9	-2	1
- O=C(CCC1CCCCC1)N1CCN(Cc2ccc3c(c2)OCO3)CC1
    7	2	0
- CC(CN1CCCCC1)OC(=O)c1ccc(Cl)cc1 (stereo unspecified)
    -4	-4	-12
- COc1ccc(C(C)=O)cc1COC(=O)c1cnc(C)cn1
    10	-23	3
- CC1Cc2ccccc2N1C(=O)c1cc2c(=O)n3ccccc3nc2n1C (stereo unspecified)
    40	-4	5
- COc1ccc(NC(=O)CN(C)C(=O)c2ccc(C)s2)cc1
    12	-6	-3
- COc1ccc([N+](=O)[O-])cc1NCc1ccccc1C
    -11	-29	-7

The closing 6 entries of the section above come first, to join the parts.
The line under a structure holds: esBAF inh	ARNT-TACC3 inh	RAD54 inh
- O=C(CCC1CCCCC1)N1CCN(Cc2ccc3c(c2)OCO3)CC1
    7	2	0
- CC(CN1CCCCC1)OC(=O)c1ccc(Cl)cc1 (stereo unspecified)
    -4	-4	-12
- COc1ccc(C(C)=O)cc1COC(=O)c1cnc(C)cn1
    10	-23	3
- CC1Cc2ccccc2N1C(=O)c1cc2c(=O)n3ccccc3nc2n1C (stereo unspecified)
    40	-4	5
- COc1ccc(NC(=O)CN(C)C(=O)c2ccc(C)s2)cc1
    12	-6	-3
- COc1ccc([N+](=O)[O-])cc1NCc1ccccc1C
    -11	-29	-7
- Cc1ccc(-n2nnnc2SCC(=O)c2cc(C)n(CC3CCCO3)c2C)cc1 (stereo unspecified)
    -10	-6	7
- Cc1ccc(S(=O)(=O)N2CCN(C(=O)c3cc4c(C)nn(-c5ccccc5C)c4s3)CC2)cc1
    -7	-3	4
- CCOC(=O)C1C(=O)OC(C)(C)C1C(C)C(=O)c1ccc(C)cc1 (stereo unspecified)
    -3	-11	10
- Cc1ccc(C(=O)N(c2ccccn2)C(C)c2ccco2)cc1C (stereo unspecified)
    ?	-9	1
- CCOC(=O)CCC(=O)N1CCOCCOCCOCC1
    -6	0	8
- O=C(c1ccccc1)n1c(=S)nc2ccccn21
    -35	-3	-4
- CCCC(=O)N(CCN(Cc1ccccc1)C(=O)CCC)Cc1ccccc1
    -12	-41	-3
- COc1ccccc1N1CCN(CCNC(=O)Nc2cccc(C)c2C)CC1
    -5	2	-8
- CCn1cc(Br)c(C(=O)NN)n1
    2	31	-1
- O/N=C1\CCC\C1=C/c1ccco1
    0	0	-23
- CCOC(=O)C1CCN(S(=O)(=O)c2cc(Br)cc3c2N(C(C)=O)C(C)C3)CC1 (stereo unspecified)
    -1	-2	9
- COc1ccc(-n2nc(C(=O)NCC(=O)NCC3CCCO3)c3ccccc3c2=O)c(OC)c1 (stereo unspecified)
    0	-4	-12
- O=C1c2ccccc2C(=O)c2c1cccc2N1CCN(Cc2ccccc2)CC1
    2	40	?
- Cc1[nH]n2c(=O)c3c(nc2c1-c1cccc2ccccc12)CCC3
    -2	-2	3
- Cn1c(COc2ccc(Cl)cc2)nnc1SCC(=O)NC1CCCCC1
    1	-31	2
- Cc1ccc(S(=O)(=O)NCCOCCNS(=O)(=O)c2ccc(C)cc2)cc1
    5	-1	-11
- COc1ccc(NC(=O)C(NS(=O)(=O)c2ccc3c(c2)CCCN3C(C)=O)C(C)C)c(OC)c1 (stereo unspecified)
    0	-7	-24
- O=C(CSc1nc(-c2ccco2)cc(C(F)(F)F)n1)N1CCN(c2ccc(Cl)cc2)CC1
    -6	-2	2
- CC1CCN(CCCNC(=O)C2CCN(S(=O)(=O)N3CCCCC3)CC2)CC1
    -4	1	3
- CCN(C(=O)Cn1c(=O)oc2ccccc21)C1CCS(=O)(=O)C1 (stereo unspecified)
    -2	2	-2
- Cc1cccnc1NC(=O)c1c(O)c2cccc3c2n(c1=O)CCC3
    -10	6	7
- N#Cc1nc(-c2cccs2)oc1NCc1ccc2c(c1)OCO2
    -2	11	1
- Cc1occc1-c1nnc(SCC(=O)N(C)C)o1
    13	7	2
- COC(=O)Cn1c2[n+](c3ccccc31)CC(O)CS2 (stereo unspecified)
    -1	-10	3
- CCN(CC)CCCNC(=O)C1CCCN(c2nnc(N3CCCC3=O)s2)C1 (stereo unspecified)
    -4	-5	-5
- O=c1[nH]c2cc3c(cc2cc1CN(Cc1nnnn1C1CCCC1)C1CCCC1)OCCO3
    12	-12	0
